Mdm2 MdmX PPI: inhibitors of human Mdm2/MdmX interaction | O15151+Q00987 | SaOS-2 split-luciferase Mdm2/MdmX complementation, luminescence | inhibition, % at 8 µM | actives 3% (n = 330,000);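 active = inhibition of at least 50% at 8 µM in the primary screen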
Target sequence (O15151 whole entry, looked up): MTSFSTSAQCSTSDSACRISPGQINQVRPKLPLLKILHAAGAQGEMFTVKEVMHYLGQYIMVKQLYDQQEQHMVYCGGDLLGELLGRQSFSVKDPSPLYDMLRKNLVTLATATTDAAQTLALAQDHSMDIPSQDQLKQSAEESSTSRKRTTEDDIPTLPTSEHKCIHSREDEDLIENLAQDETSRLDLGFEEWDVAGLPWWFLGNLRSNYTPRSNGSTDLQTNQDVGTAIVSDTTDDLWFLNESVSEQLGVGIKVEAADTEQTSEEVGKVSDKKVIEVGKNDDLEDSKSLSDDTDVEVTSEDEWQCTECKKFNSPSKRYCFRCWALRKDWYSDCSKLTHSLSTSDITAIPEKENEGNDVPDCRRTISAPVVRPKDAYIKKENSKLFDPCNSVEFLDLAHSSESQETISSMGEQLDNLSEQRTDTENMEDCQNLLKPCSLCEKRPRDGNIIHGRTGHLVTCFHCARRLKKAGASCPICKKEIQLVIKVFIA
Target sequence (Q00987 whole entry, looked up): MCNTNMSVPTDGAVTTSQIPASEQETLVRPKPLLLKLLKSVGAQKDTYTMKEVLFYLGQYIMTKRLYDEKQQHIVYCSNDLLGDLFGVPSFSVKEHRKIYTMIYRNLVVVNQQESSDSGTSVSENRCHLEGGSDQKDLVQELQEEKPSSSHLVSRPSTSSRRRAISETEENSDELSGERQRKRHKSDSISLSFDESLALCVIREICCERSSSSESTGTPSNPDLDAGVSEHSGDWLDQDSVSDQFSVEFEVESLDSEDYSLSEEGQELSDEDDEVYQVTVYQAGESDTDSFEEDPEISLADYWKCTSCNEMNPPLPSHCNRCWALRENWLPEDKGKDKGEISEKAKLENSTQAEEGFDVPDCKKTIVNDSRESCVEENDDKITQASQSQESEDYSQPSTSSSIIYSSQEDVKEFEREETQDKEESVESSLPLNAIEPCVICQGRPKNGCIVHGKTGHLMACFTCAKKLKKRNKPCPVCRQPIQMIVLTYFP
tim23-1 inh: tim23-1 yeast growth inhibition; inhibition, % at 20 µM; actives 1.3% (n = 330,000); S. cerevisiae tim23-1 growth, BacTiter-Glo luminescence, 24 h;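 active = growth inhibition of the mutant yeast at or above 50%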;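 also: temperature-sensitive mutant grown at 25 °C; plate controls were DMSO-treated mutant yeast for no effect and medium wells lacking yeast for full effect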
TIM10 inh: inhibits growth of TIM10 yeast strain; S. cerevisiae TIM10 strain growth, BacTiter-Glo luminescence, 24 h; inhibition, % at 10 µM; actives 1.4% (n = 330,000); AID 463195;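 active = inhibition of 40% or more at the single tested concentration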;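 also: wild-type TIM10 isogenic control strain grown at permissive 25 °C; 0% = DMSO yeast wells and 100% = minimal medium wells without yeast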
CXCR6 inh: blocks human CXCR6 beta-arrestin recruitment. actives 0.36% (n = 360,000). inhibition, % at 20 µM. CHO-K1 PathHunter CXCR6 beta-arrestin, luminescence. O00574; in the data active = inhibition above about 34%, passing the limit was not always enough;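 also: antagonist mode with CXCL16 agonist at 10 nM final; 0% = 10 nM CXCL16 with DMSO and 100% = unstimulated wells without agonist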
UPR XBP1 act: activators of adaptive arm of unfolded protein response (XBP1); CHO-XBP1 luciferase reporter, IRE1-XBP1 UPR activation, luminescence; percent of tunicamycin response, DMSO as zero; activation, % at 20 µM; actives 0.33% (n = 330,000); AID 463104;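 active = versus positive control, 20 µM dose yields 30% or more activation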;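 also: 100% = tunicamycin at 10 µg/mL and 0% = DMSO only wells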
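Assay system: IRE1-XBP1 luciferase reporter CHO line. Input: 1000 cells/well. Buffer or medium: F12 with 10% serum. Doses: 20 µM, 1% DMSO. Times: overnight seeding at 37 °C, 6 h compound treatment at 37 °C. Technique: Steady-Glo luciferase glow luminescence, 10 min after reagent addition.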
tim10-1 inh: growth inhibitors of tim10-1 mutant yeast; S. cerevisiae tim10-1 ts strain growth, BacTiter-Glo, 24 h; inhibition, % at 20 µM; actives 2.2% (n = 330,000); AID 463190;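 active = inhibition of at least 40%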;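 also: mutant grown at 25 °C; 0% = DMSO wells with yeast and 100% = wells holding no yeast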
CHOP UPR activ: apoptotic UPR (CHOP) activation; activation, % at 10 µM; CHO-CHOP luciferase reporter, luminescence; percent of tunicamycin response over DMSO baseline; actives 0.34% (n = 330,000); AID 449763;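 active = at 10 µM dose, activation of 40% or more, normalized to positive control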;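 also: 100% = tunicamycin at 10 µg/mL and 0% = DMSO alone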
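Test system: CHO-CHOP cells, stable luciferase reporter of PERK-eIF2a-CHOP signalling | Quantity: 500 CHO-CHOP cells per well | Buffer or medium: F12 plus 10% serum | Compound dosing: 10 µM single point, 0.5% DMSO | Schedule: 6 h compound treatment, 37 °C | Signal: Luciferase luminescence | Control set: Tunicamycin high control, DMSO low control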
APJ ag: agonists of human APJ apelin receptor; AID 2520; CHO-K1 APJ PathHunter beta-arrestin, luminescence; 0% DMSO wells, 100% apelin; actives 0.11% (n = 330,000); activation, % at 20 µM;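 active = activation more than six SD over the plate average, tested at 20 µM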;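 also: 0% = DMSO alone and 100% = apelin-13 at 10 nM; some results filed as inactive read as strong as hits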
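Test system: CHO-K1 APJ beta-arrestin complementation cell line. Amount: cell density 1000 per well. Controls: DMSO negative, 10 nM Apelin-13 positive. Signal: luminescent beta-gal fragment complementation, chemiluminescent substrate. Read-out basis: agonist-driven arrestin binding to APJ. Timing: compound stimulation 90 min at 25 °C, detection 60 min.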
APJ antagonist: APJ receptor antagonism; P35414; CHO-K1 APJ beta-arrestin complementation, luminescence; inhibition, % at 20 µM; actives 0.32% (n = 330,000);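 active = inhibition above about 40% at 20 µM, limit read from the data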;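 also: cells challenged with 10 nM apelin-13 agonist together with compound; plate controls were apelin-13 plus DMSO wells for no effect and DMSO wells lacking apelin-13 for full effect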
An asterisk follows results filed as active; . = not tested or not shown. These rows are one share of the data (hit frequency here may not be typical).

SMILES	Mdm2 MdmX PPI	tim23-1 inh	TIM10 inh	CXCR6 inh	UPR XBP1 act	tim10-1 inh	CHOP UPR activ	APJ ag	APJ antagonist
C#CCOCCOCCOCCNc1nc(N2CCN(C(=O)[C@H]([C@@H](C)O)n3cc(CCCCN)nn3)CC2)nc(N2CCN(C(=O)[C@H](C)n3cc(CCCN=C(N)N)nn3)CC2)n1	10	-2	-10	-6	-3	-13	2.1	1	-36
COc1ccc(S(=O)(=O)NCCSCc2ccco2)cc1OC	7	-6	-3	6	0	-21	0.1	-4	4
COC(c1ccccc1)c1nnc(CCC(=O)N2CCN(CCOc3ccccc3)CC2)o1 (stereo not drawn)	-19	13	7	-3	0	31	-0.7	0	-14
Cc1onc(-c2cccc(Cl)c2Cl)c1C(=O)O/N=C(\N)c1ccc([N+](=O)[O-])o1	48	40	38	-1	3	44*	1.5	9	-31
O=S(=O)([N-]c1nc2ccccc2nc1-[n+]1ccccc1)c1ccc(F)cc1	1	2	-5	5	0	11	1.0	-2	4
COc1cccc(/C=C2\SC(N3CCCC(C)C3)=NC2=O)c1OC (stereo not drawn)	-23	40	16	0	3	21	4.8	-2	8
Cc1ccc(-c2nc(=O)[nH]c3ccc(Br)cc23)cc1	8	36	12	-2	1	7	1.9	-1	12
COc1ccc(C(=O)NNC(=O)CNC(=O)C2CCCCC2)cc1	4	17	11	-7	-1	-3	1.8	-2	-2
Cc1cc(C)nc(NC(=O)NC(=O)c2ccccc2)n1	3	10	9	-8	-1	8	0.2	-2	-8
O=C(CSc1nnc(Nc2ccccc2)s1)NC1CC1	-37	16	4	-4	5	11	1.5	1	-10
CC(=O)CSc1ncnc2c1cnn2-c1ccccc1	-116	14	15	-1	2	20	1.9	1	0
COc1ccccc1NS(=O)(=O)c1ccc(NC(=O)c2[nH]nc(OC)c2[N+](=O)[O-])cc1	8	9	12	-1	-2	-27	0.6	3	-4
COc1cc(C(=O)Oc2cc(C)[nH]c(=O)c2[N+](=O)[O-])cc(OC)c1OC	2	11	-6	0	-2	5	-1.4	-4	4
COc1cccc(CNC(=O)C(=O)NCC(c2ccco2)N2CCOCC2)c1 (stereo not drawn)	12	6	12	9	-1	14	2.4	-2	-1
CCC1CCCCN1C(=O)c1ccccc1OC1CCN(S(C)(=O)=O)CC1 (stereo not drawn)	-12	7	10	7	-3	27	2.2	-4	9
CCc1ccc(N2CC(O)=C(c3nc4ccccc4c(=O)[nH]3)C2=N)cc1	7	-1	-9	-4	0	-13	-0.7	-2	1
COC(=O)CC1COc2ccccc2N1C(=O)c1cccc(C(F)(F)F)c1 (stereo not drawn)	13	17	15	-1	-1	23	-1.0	-2	-14
Cc1ccc(F)cc1NC(=O)CCNC(=O)c1ccc([N+](=O)[O-])cc1	-10	4	-14	-3	10	7	0.4	2	-29
COc1ccc(CNC(=O)C[C@H]2C[C@H](C(=O)N3CCCCC3)[C@@]3(CCc4ccccc4)c4[nH]c5ccc(Cl)cc5c4CCN3C2=O)cc1OC	55*	45	14	11	7	24	9.5	.	.
CCN(CC(=O)Nc1ccccc1C(F)(F)F)C(=O)CCS(=O)(=O)c1ccc(C)cc1	1	12	3	-10	-2	3	1.5	1	-2
CCCn1nc(C(=O)NC2CCCc3ccccc32)c2ccccc2c1=O (stereo not drawn)	-12	19	-17	-4	-3	9	-0.7	1	-16
BrC(=C\c1ccccc1)/C=N/N1CCN(c2ccccn2)CC1	4	-23	-185	-5	4	-43	5.0	-2	-6
Cc1ccc(S(=O)(=O)N2CCCCC2)cc1NC(=O)COC(=O)c1ccc2c(c1)OCO2	1	-1	14	-11	0	16	-0.6	-5	2
O=C(NCc1ccc(Cl)cc1)C1CCN(S(=O)(=O)c2cccnc2)CC1	7	11	10	-1	-4	18	-1.3	7	-6
Cc1sc2ncn(CC(=O)N3CCN(c4ccccc4)CC3)c(=O)c2c1S(=O)(=O)N1CCOCC1	-2	3	-7	3	-1	10	-0.8	-3	11
CCCCCCCN1CCN=C1N(C)C	30	-1	-3	2	1	-3	-1.2	-5	6
O=C(COc1ccccc1[N+](=O)[O-])N/N=C/c1ccncc1	-4	2	7	-3	-3	-8	0.3	-2	13
C/C(CC(=O)Nc1cc(C)ccn1)=N\NC(=O)C(=O)Nc1cccc(C)c1	8	16	-8	-10	-2	-10	-0.1	-4	-15
CCCCCC(=O)N(O)C1CC(=O)N(c2ccccc2)C1=O (stereo not drawn)	28	19	18	4	0	26	0.1	-2	13
CC(=O)N1CCN(C(=O)c2ccc(OC3CCN(Cc4ccccn4)CC3)cc2)CC1	-9	-8	1	-8	-4	-9	-1.4	-1	-14

Ordered by formula weight (falling): three of the compounds above
SMILES	Mdm2 MdmX PPI	tim23-1 inh	TIM10 inh	CXCR6 inh	UPR XBP1 act	tim10-1 inh	CHOP UPR activ	APJ ag	APJ antagonist
Cc1ccc(S(=O)(=O)N2CCCCC2)cc1NC(=O)COC(=O)c1ccc2c(c1)OCO2	1	-1	14	-11	0	16	-0.6	-5	2
O=C(NCc1ccc(Cl)cc1)C1CCN(S(=O)(=O)c2cccnc2)CC1	7	11	10	-1	-4	18	-1.3	7	-6
C/C(CC(=O)Nc1cc(C)ccn1)=N\NC(=O)C(=O)Nc1cccc(C)c1	8	16	-8	-10	-2	-10	-0.1	-4	-15

(cont.)
SMILES	Mdm2 MdmX PPI	tim23-1 inh	TIM10 inh	CXCR6 inh	UPR XBP1 act	tim10-1 inh	CHOP UPR activ	APJ ag	APJ antagonist
CC(OC(=O)Cc1c(F)cccc1Cl)C(=O)NC1(C#N)CCCCC1 (stereo not drawn)	11	9	8	-9	-1	14	-0.5	0	-3
C#CCNc1c2c(nc3nnnn13)CCCC2	-18	9	-11	3	-2	3	-1.4	0	13
CCCc1cc(-n2cnc3ccccc32)n2c(nc3ccccc32)c1C#N	4	2	-3	8	2	-9	1.1	-22	-1
COc1ccc(S(=O)(=O)N2CCN(C(=O)NCc3ccc(C)cc3)CC2)cc1	6	15	6	5	5	17	0.3	-1	10
C=CCc1cc(C)ccc1OCCCn1ccnc1	4	16	1	-16	1	-17	0.1	-4	4
COC(=O)c1ccc(N2CCN(S(=O)(=O)c3c(C)cc(C)cc3C)CC2)c([N+](=O)[O-])c1	8	19	12	0	0	18	-0.4	-1	4
Cc1csc(NC(=O)CSc2nnc(-c3ccc(Cl)cc3)n2N)n1	-12	-8	4	-1	-3	-3	0.7	0	-22
CN(C(=O)COC(=O)C1COc2ccccc2O1)c1c(N)n(Cc2ccccc2)c(=O)[nH]c1=O (stereo not drawn)	15	-6	-4	3	-3	-1	3.0	-2	-5
Cc1ccnc(NC(=O)CCS(=O)(=O)c2ccccc2)c1	8	5	-6	7	3	-2	2.7	-2	3
CCn1c(SCC(=O)N/N=C/c2cc(OC)c(OC)c(OC)c2)nc2ccccc21	27	8	-8	-10	0	3	0.0	-2	12
Cc1ccc(S(=O)(=O)CC(=O)N2CCOCC2)cc1	22	18	-26	4	-3	-19	0.1	-2	7
O=C(CN1CCc2ccccc21)NCc1ccc2c(c1)OCO2	6	4	-8	-1	3	14	0.6	-3	-2
COc1cccc(NC(=O)Cn2c(SCC(=O)N3CCOCC3)nc3ccccc32)c1	2	-4	-5	-3	0	8	1.0	-4	-5
CCCCn1c(CCCNC(=O)CC)nc2ccccc21	29	11	-9	-6	-3	1	-3.4	-5	11
O=C(OCC#CCSc1nc2ccccc2o1)c1ccco1	22	-4	8	4	-2	10	1.2	-6	5
C=CCn1c(SCC(=O)Nc2ccc(OC)cc2)nnc1-c1cnccn1	12	13	-3	-3	-1	19	0.3	-2	-13
COc1ccc(Cl)cc1-c1nc(SCC(=O)NC(C)(C)C)n[nH]1	32	2	28	2	2	28	-0.3	-1	7
CC(=O)Nc1ccc(Nc2cc(C)c3ccccc3n2)cc1	29	10	-3	-3	-2	-2	-1.0	-1	6
O=C(NCc1cccnc1)C1c2ccccc2C(=O)N1C1CCCCCCC1 (stereo not drawn)	8	18	-25	-2	1	12	-1.6	-4	-27
O=C(NCc1cccnc1)C(=O)Nc1nccs1	-9	-7	-1	.	1	-9	-0.4	-2	-9
O=C(O)CCc1nn2c3ccccc3n(CCN3CCCCC3)c2nc1=O	-14	-16	0	-9	0	5	-0.1	-4	-3
COc1ccc(N2CCN(c3nc4cc(C)ccc4cc3C=O)CC2)cc1	38	52*	25	-1	4	-19	2.6	-1	-1
CCOc1ccc(NC(=O)C(C)Sc2nnc(C)n2C)cc1 (stereo not drawn)	13	9	7	2	3	8	-1.0	-5	13
O=C(NCC1CCCO1)c1csc(Nc2cccc3ccccc23)n1 (stereo not drawn)	30	22	1	-7	2	11	0.9	-2	-15
COc1c(Cl)ccc(Cl)c1C(=O)NC(=O)N1CCOCC1	15	-3	-18	-2	1	17	-1.9	-4	-1
N/C(Cc1cccc2ccccc12)=N\OC(=O)c1ccccc1F	7	67*	61*	-11	1	55*	1.3	28	-110
COc1ccccc1C(=O)NCCN1CCN(C(=O)c2ccccc2OC)CC1	13	9	5	-5	-1	5	1.0	-3	-9
O=C(NC(=S)Nc1ccccc1N1CCCCC1)c1ccc(-c2cccc([N+](=O)[O-])c2)o1	-15	17	16	7	-2	41*	-0.8	-1	8
Cc1ccc(NC(=O)Nc2ccc(Cl)cc2)c(Br)c1	-15	6	5	4	2	5	8.8	-1	-3
Cc1ccc(OC(=O)c2cccc(S(=O)(=O)N3CCCC3)c2)c(-n2nc3ccccc3n2)c1	-25	29	13	4	2	30	7.0	-2	17
CCN(CC(=O)Nc1cc(Cl)ccc1C)C(=O)c1ccc(N2CCCC2=O)cc1	19	-13	10	-1	-2	-8	-0.2	-3	11
CN(C)C(=O)CSc1nnc(-c2ccc(S(=O)(=O)N3CCCC3)cc2)n1C	-23	6	7	-3	-5	-13	0.7	0	0
CCc1ccc2c(c1)c1nc(C)sc1n2CC	9	27	31	-10	0	30	0.9	-2	17
CCc1ccc(N=CC23c4ccccc4C(c4ccccc42)C2C(=O)N(c4ccc(OC)cc4)C(=O)C23)cc1 (stereo not drawn)	30	49	64*	1	0	39	-0.9	-1	14
O=C(NCC(=O)N1CCC2(CC1)NCCc1[nH]cnc12)c1cccc(Cl)c1	17	-9	-8	7	-3	0	-0.6	1	18
Cc1ccc(CC(=O)Nc2ccc(S(=O)(=O)Nc3nccc(C)n3)cc2)cc1	5	-10	-5	-7	-6	-4	-1.9	3	0
O=C(NCc1cccnc1)c1cc(S(=O)(=O)N2CCCCC2)ccc1Cl	-12	4	3	-4	0	15	0.7	1	6
CC1CN(C(=S)Nc2ccccc2)CC(C)O1 (stereo not drawn)	-24	7	-4	-2	-2	-1	1.4	-2	14
CN(C)C(CNC(=O)c1cccc(C(F)(F)F)c1)c1ccco1 (stereo not drawn)	1	12	5	-3	-7	11	0.0	-4	-2
O=C(NCCN1CCOCC1)c1ccc2c(c1)N(Cc1cccc(F)c1)C(=O)c1ccccc1S2	8	14	14	-16	-2	8	0.3	-6	19

Assay outcomes deposited in PubChem BioAssay by Sanford-Burnham Center for Chemical Genomics.
